# Screening data: PubChem BioAssay, several laboratories
# CHT allo act: human CHT allosteric activation; Q9GZV3; CHT-expressing cells, membrane potential dye, choline EC20; hits give high values; LV-AA mutant CHT in HEK293 cells; B-score at 10 µM; hit rate 0.49% among 310,000; AID 488977;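 active = initial fluorescence not abnormally high and integrated response B-score, plate-corrected, over 3 SD above library mean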
# Target sequence (Q9GZV3 whole entry, looked up): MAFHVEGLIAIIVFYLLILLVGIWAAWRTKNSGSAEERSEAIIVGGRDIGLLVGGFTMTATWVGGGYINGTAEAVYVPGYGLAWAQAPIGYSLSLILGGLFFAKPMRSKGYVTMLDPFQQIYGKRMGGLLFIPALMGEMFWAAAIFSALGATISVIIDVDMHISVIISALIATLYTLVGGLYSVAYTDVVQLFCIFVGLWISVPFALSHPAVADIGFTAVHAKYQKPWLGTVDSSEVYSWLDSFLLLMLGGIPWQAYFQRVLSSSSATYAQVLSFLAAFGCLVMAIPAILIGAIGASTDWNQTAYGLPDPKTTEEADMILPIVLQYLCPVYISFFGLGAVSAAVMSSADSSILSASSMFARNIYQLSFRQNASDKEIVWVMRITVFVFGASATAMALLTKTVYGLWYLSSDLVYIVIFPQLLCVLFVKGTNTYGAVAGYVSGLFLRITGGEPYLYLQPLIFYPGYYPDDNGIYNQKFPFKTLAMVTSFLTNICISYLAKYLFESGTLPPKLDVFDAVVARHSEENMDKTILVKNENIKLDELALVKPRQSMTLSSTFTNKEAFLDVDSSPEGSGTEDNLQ
# OX1R antag: human HCRTR1 antagonism; hit rate 0.43% among 330,000; CHO/OX1R cells, Fluo-8 calcium fluorescence, orexin A; O43613; inhibition, % at 5 µM;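 active = inhibition above its plate's threshold, mean inhibition of all tested compounds on the plate plus 3 SD, cut at about 37% in these data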;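 also: 0% = orexin A challenge wells and 100% = SB-334867-A antagonist wells; not every result past the cut was called active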
# Target sequence (O43613 whole entry, looked up): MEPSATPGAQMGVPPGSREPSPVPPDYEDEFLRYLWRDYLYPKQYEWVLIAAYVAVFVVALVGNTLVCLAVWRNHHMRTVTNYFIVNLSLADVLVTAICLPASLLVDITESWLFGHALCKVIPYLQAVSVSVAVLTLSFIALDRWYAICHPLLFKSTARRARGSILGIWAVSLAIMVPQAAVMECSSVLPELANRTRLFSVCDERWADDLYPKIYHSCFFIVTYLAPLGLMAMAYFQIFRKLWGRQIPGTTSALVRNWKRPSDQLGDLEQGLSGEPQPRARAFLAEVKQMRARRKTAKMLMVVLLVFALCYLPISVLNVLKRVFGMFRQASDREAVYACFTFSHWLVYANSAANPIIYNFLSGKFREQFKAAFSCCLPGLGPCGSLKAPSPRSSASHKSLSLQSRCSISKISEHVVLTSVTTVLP
# Starred values were filed as active, the others as inactive; i = inactive; · = no result given.
SMILES	CHT allo act	OX1R antag
Cc1cccc2cc(C(c3nnnn3C3CCCC3)N3CCOCC3)c(=O)[nH]c12 (configuration not stated)	i	-8
Cc1ccc(OCC(=O)Nn2cnnc2)c(Br)c1	i	2
Cc1ccc(NS(=O)(=O)c2c(C)noc2C)cc1	i	-8
Cc1ccn2cc(CCNC(=O)c3ccc(Br)o3)nc2c1	i	-14
Cc1ccc2c(CC(=O)NC3CCCc4ccccc43)coc2c1 (configuration not stated)	i	-15
O=C(NCCN1CCN(c2cccc(Cl)c2)CC1)C1CCCN(S(=O)(=O)c2cnc[nH]2)C1 (configuration not stated)	i	-11
COc1ccccc1CN1C[C@@H]2C[C@@H](c3[nH]c4c(C)cccc4c3C)N3CCC[C@@]23C1=O	i	-26
COc1cccc(NC(=O)CSc2nnc(NC(=O)c3ccco3)s2)c1	i	-7
COc1ccc(CC2SC(=Nc3ccc(F)cc3)NC2=O)cc1 (configuration not stated)	i	-19
CC(=O)O[C@]1(C(C)=O)CCC2C3CCC4=C/C(=N/OCC(=O)O)CC[C@]4(C)C3CC[C@@]21C (some centres not stated)	i	-9
C[C@@H](CC#N)CN1CC[C@H](C(C)(C)C)CCC1=O	i	-2
CCOC(=O)c1ccc(S(=O)(=O)NCC(c2ccc(N(C)C)cc2)c2c[nH]c3ccccc23)cc1 (configuration not stated)	i	-2
CCOc1ccc(CCNC(=O)CCC(=O)N2CCOc3ccc(C)cc32)cc1OCC	i	-26
COc1ccc(N2CCN(C(=S)NCCc3ccccc3)CC2)cc1	i	-22
O=C(NCc1ccco1)c1ccc(S(=O)(=O)N2CCCCCC2)cc1	·	-3
Cc1cc(C)c(C#N)c(SCC(=O)Nc2nonc2N)n1	i	-29
COc1ccc(-n2c3c(cc(C(=O)N4CCC(C)CC4)c2=O)C(=O)CC(C)(C)C3)cc1	i	-26
O=C(CN1CCN(CC(=O)Nc2ccc(-c3ccccc3)cc2)CC1)Nc1ccc(F)cc1	i	-32
COC(=O)C1(CCSC)NC(c2ccccc2OC)C2C(=O)N(C)C(=O)C21 (configuration not stated)	i	-4
CCn1c(SCC(N)=O)nc2c1c(=O)n(C)c(=O)n2C	i	3
CCCCCCCC(=O)N/N=C(\C)c1ccc(O)cc1O	i	-13
CC(C)NC(=O)c1cnc(N2CCN(c3ccccn3)CC2)c2ccccc12	i	-26
Cc1csc(N/N=C/c2ccccc2F)n1	i	-3
COC(=O)c1ccc(/C=N/OCC(=O)NC2CCCCCCC2)cc1	i	-30
COc1ccc(Br)cc1C(=O)Nc1ccc(C(=O)O)cc1	i	-11
N/C(=N\NS(=O)(=O)c1cc(C(F)(F)F)cc(C(F)(F)F)c1)c1ccccn1	i	-22
CCOC(=O)CSc1ccc(C(=O)N2CCN(C)CC2)cc1[N+](=O)[O-]	i	4
CC(C)(CC(=O)OCC(=O)Nc1ccccc1F)CC1=NS(=O)(=O)c2ccccc2N1	i	-7
COc1ccc(C2C(C#N)=C(/N=C/N3CCN(C)CC3)OC3=C2C(=O)CC(C)(C)C3)cc1OC (configuration not stated)	i	-11
COc1ccc(CCNC(=O)c2ccc(OCc3c(C)noc3C)c(OC)c2)cc1	·	-26
O=C(CCCN1C(=O)c2ccccc2C1=O)Oc1ccc(F)cc1	i	-5
CCCCC(=O)NC(=S)Nc1cc(C(=O)O)ccc1OC	i	-9
COc1ccc(S(=O)(=O)N2CCCCCC2)cc1C(=O)N1CCN(c2ccccc2C)CC1	·	-15
O=S(=O)(NCC(c1ccco1)N1CCN(c2ccccc2F)CC1)c1ccc(F)cc1 (configuration not stated)	i	-24
Cc1ccc(C)c2c1cc(C)c1nnc(SCC(=O)NCc3ccc4c(c3)OCO4)n12	i	-37
COC(=O)C(C(=O)OC)c1ccccc1[N+](=O)[O-]	i	-4
CCc1nc2ccc(C(=O)Nc3ccc4c(c3)OCO4)cc2nc1CC	i	-23
CCc1c(C(=O)NNC(=S)NCCc2ccccc2)csc1C	i	-13
CCOC(=O)c1[nH]cnc1C(=O)O	i	-8
Cc1cc(C(=O)OC(C)C(=O)Nc2nc(-c3ccccc3)cs2)c(C)o1 (configuration not stated)	i	3

# 4 entries from above in another layout:
CCc1c(C(=O)NNC(=S)NCCc2ccccc2)csc1C
  CHT allo act = i; OX1R antag = -13
O=C(CCCN1C(=O)c2ccccc2C1=O)Oc1ccc(F)cc1
  CHT allo act = i; OX1R antag = -5
COc1ccc(S(=O)(=O)N2CCCCCC2)cc1C(=O)N1CCN(c2ccccc2C)CC1
  CHT allo act = ·; OX1R antag = -15
Cc1cc(C(=O)OC(C)C(=O)Nc2nc(-c3ccccc3)cs2)c(C)o1 (configuration not stated)
  CHT allo act = i; OX1R antag = 3

# Other structures:
SMILES	CHT allo act	OX1R antag
O=C(O)C1CCCC[C@H]1C(=O)Nc1ncc([N+](=O)[O-])s1 (some centres not stated)	i	-9
CCCN(CC(=O)Nc1ccccc1C)C(=O)/C=C/c1cccs1	i	-3
O=C1CCCc2sc3c(c2N1)CCCCC3	i	-18
Cc1cc(NC(=O)c2cc(-c3cccs3)nc3ccccc23)no1	i	-35
C/C(N)=C(/C#N)C(=O)CSc1nnc(Nc2ccccc2C)s1	i	-11
COc1ccccc1/C=C/C(=O)OCC(=O)N1c2ccccc2CC1C (configuration not stated)	·	7
c1ccc(Cn2cc(CN3CCCO3)c(-c3ccc4c(c3)OCO4)n2)cc1	i	-37
O=C(c1ccc(COc2c(F)c(F)cc(F)c2F)o1)N1CCN(c2ccc(Cl)cc2)CC1	i	-49
CC(C)C(NS(=O)(=O)c1c(Cl)cccc1Cl)C(=O)OCC(=O)c1c[nH]c2ccccc12 (configuration not stated)	i	-7
CSC1=NC2(CC(c3ccccc3)Oc3cc(O)ccc32)CC(C)(C)N1 (configuration not stated)	i	-22

# Molecules from the list above containing an NH in an aromatic ring:
SMILES	CHT allo act	OX1R antag
Cc1cccc2cc(C(c3nnnn3C3CCCC3)N3CCOCC3)c(=O)[nH]c12 (configuration not stated)	i	-8
O=C(NCCN1CCN(c2cccc(Cl)c2)CC1)C1CCCN(S(=O)(=O)c2cnc[nH]2)C1 (configuration not stated)	i	-11
COc1ccccc1CN1C[C@@H]2C[C@@H](c3[nH]c4c(C)cccc4c3C)N3CCC[C@@]23C1=O	i	-26
CCOC(=O)c1ccc(S(=O)(=O)NCC(c2ccc(N(C)C)cc2)c2c[nH]c3ccccc23)cc1 (configuration not stated)	i	-2
CCOC(=O)c1[nH]cnc1C(=O)O	i	-8
CC(C)C(NS(=O)(=O)c1c(Cl)cccc1Cl)C(=O)OCC(=O)c1c[nH]c2ccccc12 (configuration not stated)	i	-7

# (continued)
SMILES	CHT allo act	OX1R antag
O=C(Cn1nnc(-c2ccccc2)n1)N1CCN(c2ccc(F)cc2)CC1	i	-1
Oc1ccc(O)cc1	i	-2
CCOC(=O)c1sc(-c2ccc(F)cc2)cc1NC(=O)Nc1ccccc1OC	i	-15
CC(=O)NCc1ccc(-c2nc3ccccc3s2)cc1	i	-14
CCc1ccccc1N1C(=O)[C@@H]2Cc3ccccc3CN2C1=O	i	-29
O=C(c1cccc(S(=O)(=O)N2CCCCCC2)c1)N1CCN(c2ccccc2)CC1	i	-24
Cc1[nH]c2ccccc2c1C(=O)CSc1nc2ccccc2c(=O)n1-c1ccccc1F	i	-12
COc1ccc(-c2cc3ccc(O)cc3oc2=O)cc1	i	2
CC(=O)Nc1ccc(OCCOc2ccc([N+](=O)[O-])cc2)cc1	i	-8
COC(C/C=C/[C@@H](O)[C@H](C)OCc1ccccc1)OC	i	-9
CCCn1c(SCC(=O)Nc2ccc(OC)cc2[N+](=O)[O-])n[nH]c1=O	i	-33
Cc1ccccc1-c1nnc(SCc2ccccc2F)o1	i	-25
Cc1c(C(c2ccc(Br)cc2)c2c(C)n(C)n(-c3ccccc3)c2=O)c(=O)n(-c2ccccc2)n1C	i	-39
COc1ccc(C(=O)NC2CCSC2=O)cc1 (configuration not stated)	i	-7
CN(C)CCCN(C(=O)c1cccs1)c1nc2cc3c(cc2s1)OCO3	i	-12
C/C(CCc1ccc2c(c1)OCO2)=N\N=C1\NC(=O)CC(C(=O)Nc2ccc(Cl)cc2)S1 (configuration not stated)	i	-11
COc1ccc2cc(C#N)c(SCC(=O)N3CC(=O)Nc4ccccc43)nc2c1	i	-4
S=C(NCc1ccco1)N1CCN(C(c2ccccc2)c2ccccc2)CC1	i	-8
N=c1sccn1CC(=O)Nc1ccc(S(N)(=O)=O)cc1	i	-13
C=CCn1c(SCc2ccc(C(=O)Nc3ccccc3)cc2)nnc1-c1ccccc1	i	-5
COc1cccc(-n2cnc3cccc(N)c32)c1	i	-16
Cc1nc2cc(S(=O)(=O)N(C)C)ccc2n1-c1ccccc1	i	-10
C=CCn1c(=O)c2ccccc2n2c(SCc3cc(=O)n4ccsc4n3)nnc12	i	-18
CC1CN(S(=O)(=O)c2cccc(C(=O)OCc3cc(=O)oc4cc(O)ccc34)c2)CC(C)O1 (configuration not stated)	i	-27
O=C(c1cc(-c2ccccc2)nn1-c1ccccc1)N1CCN(S(=O)(=O)c2c(F)cccc2F)CC1	i	-20
COc1ccc(C(C(=O)NC2CCCC2)N(C(=O)c2ccco2)c2ccc(OC)c(OC)c2)cc1 (configuration not stated)	i	-22
Cc1cc(C)c(S(=O)(=O)N2CCN(C(=O)C3COc4ccccc4O3)CC2)c(C)c1 (configuration not stated)	·	-16
COc1ccc2c(c1)c(=O)oc1c(C)c(OCc3cc(C(=O)O)oc3C)ccc12	i	1
CCOC(=O)c1[nH]c(C)c(C(=O)N(C)Cc2ccccc2)c1C	i	-5
Cc1cc(Cl)c(S(N)(=O)=O)cc1OCC(=O)NC1CCCCC1	i	-3
Cc1ccc(NC(=O)CCC(=O)OCC(=O)c2ccc(Oc3ccc([N+](=O)[O-])cc3)cc2)cc1C	i	14
N#Cc1c(-c2ccccc2)nc(-c2cccnc2)[nH]c1=O	i	0
COc1cccc(-c2nnn(C/C(N)=N/O)n2)c1	i	-11
COc1ccc(C(=O)NC2=NCCS2)c(OC)c1	i	·
COc1cc(/C=N/N=C(/C(=O)c2ccccc2)c2ccccc2)cc(OC)c1O	i	-31
COc1ccc(C(=O)CC(=O)C(=O)Nc2ccc(OC)c(Cl)c2)cc1	i	-10
Cc1cccc(/C=C/C(=O)c2ccc([N+](=O)[O-])o2)c1	i	-2
COc1ccc(CC(=O)Nc2c(C(N)=O)oc3ccccc23)cc1	i	-11
Cc1ccc(NC(=S)NNC(=O)c2c([N+](=O)[O-])c(C)nn2C)cc1	i	-18
COc1ccc(-n2cc(CNC3CCC(O)CC3)c(-c3cccc(F)c3)n2)cc1 (configuration not stated)	i	-4
Cc1nnc(NC(=O)c2ccc(F)c(S(=O)(=O)N3CCOCC3)c2)s1	·	-17
O=[N+]([O-])c1ccc(OCC(O)CN2CCN(c3ccccc3F)CC2)cc1 (configuration not stated)	i	-12
O=C(CCc1nnc(CCCc2ccccc2)o1)NCC(F)(F)F	i	-3
Cc1ccc(N2CC(C(=O)Nc3c4c(nn3C(C)(C)C)CS(=O)(=O)C4)CC2=O)cc1 (configuration not stated)	i	-17
COc1ccc(NC(=O)COC(=O)CC2CCCC2)cc1	·	-16
Cc1cc(N2O[C@]34C=C[C@]25C[C@@H](O)CC[C@]5(C)C3CC[C@]2(C)[C@@H]([C@H](C)/C=C/[C@H](C)C(C)C)CC[C@H]24)no1 (some centres not stated)	·	-22
Cc1ccccc1Nc1nc(N)nc(COC(=O)c2cccc(S(=O)(=O)NCc3ccccc3)c2)n1	i	-7
CCCC(NCC(O)COc1ccc(-c2ccccc2)cc1)c1ccccc1 (configuration not stated)	i	38
Cc1cccc(NC(=O)c2c([N+](=O)[O-])c(C(C)(C)C)nn2C)c1	i	-35
CCOc1ccc(-c2c(C(=O)N/N=C/c3ccc(OC)cc3)nnn2-c2nonc2N)cc1	i	-18

# (continued)
SMILES	CHT allo act	OX1R antag
O=S(=O)(NCC(c1cccnc1)N1CCN(c2ccc(F)cc2)CC1)c1cc(F)ccc1F (configuration not stated)	i	-3
COc1ccc(Cl)cc1NC(=O)C(C)Sc1n[nH]c(N)n1 (configuration not stated)	i	5
CCOC(=O)c1ccc(NC(=O)NC(C)C2CCCO2)cc1 (configuration not stated)	i	-18
Cc1cc(C)c(C#N)c(SCC(=O)Nc2ccccc2C)n1	i	-41
CCC1=NN(C(=O)Cc2ccc([N+](=O)[O-])cc2)C(O)(c2ccc(Br)cc2)C1 (configuration not stated)	i	-18
CC(C)(C)n1nc2c(c1NC(=O)c1ccccc1)CS(=O)(=O)C2	i	-4
O=C(NCc1ccncc1)Nc1cccc([N+](=O)[O-])c1	i	-7
CC(C)NC(=S)N1CCCN(c2ncccc2[N+](=O)[O-])CC1	i	-20
CC1=NN(C)C(=O)C1Cc1c(F)cccc1Cl (configuration not stated)	i	-23
COc1ccc(C(O)(c2ccccc2OC)C(CN2CCOCC2)c2ccccc2)cc1 (configuration not stated)	i	-41
O=C(CSc1nnc(CNC(=O)c2ccc(F)cc2)o1)Nc1ccc2c(c1)OCO2	i	-15
CCCN1CCC(=O)N([C@H](CSc2ccc(Br)cc2)Cc2ccccc2)CC1	i	-25
CCNC(=O)c1cc(S(=O)(=O)N(C)C)c(Cl)cc1Cl	i	0
O=C(CCc1ccccc1)NCc1ccc2c(c1)OCO2	i	-11
O=C(NCC(=O)N(Cc1ccccc1)C(C(=O)NC1CCCC1)c1ccncc1)c1ccco1 (configuration not stated)	i	-16
Cc1sc2nc(CN(CCc3ccccc3)C(=O)c3ccco3)[nH]c(=O)c2c1C	i	-9
CCCCCCC[C@@H](C/C=C/CCC(=O)N(C)C/C(=C/Cl)C/C(=C\C(=O)N1CC(OC)=CC1=O)OC)OC	·	57*
CCc1nnc(NC(=O)CSc2nc3c(c(=O)n2C)SC(C)C3)s1 (configuration not stated)	i	-69
